Screens deposited in PubChem BioAssay by Broad Institute.
miR122 inh: miR-122 inhibition in Huh7 cells | activation (reporter increase), % at 12.5 µM | hit rate 0.3% among 340,000 | Huh7 miR-122 Renilla luciferase sensor, 48 h; neutral wells = 0, positive control = 100;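 active = mean replicate activation score at least 90 and every replicate individually at or above 90; inconclusive = only one of the two criteria met; inactive = neither criterion met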;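 note: higher luciferase means less miR-122 activity so hits act as miR-122 inhibitors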
ERp5 block: inhibitors of human ERp5; ERp5 insulin aggregation, absorbance 650 nm, 90 min; inhibition, % at 9.99 µM; hit rate 0.05% among 350,000;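 active = mean replicate inhibition above about 25%, with every replicate also reaching it, limit read from the data, passing the limit was not always enough; inconclusive = only one of those two criteria met; inactive = neither criterion met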
Target sequence (Q15084 whole entry, looked up): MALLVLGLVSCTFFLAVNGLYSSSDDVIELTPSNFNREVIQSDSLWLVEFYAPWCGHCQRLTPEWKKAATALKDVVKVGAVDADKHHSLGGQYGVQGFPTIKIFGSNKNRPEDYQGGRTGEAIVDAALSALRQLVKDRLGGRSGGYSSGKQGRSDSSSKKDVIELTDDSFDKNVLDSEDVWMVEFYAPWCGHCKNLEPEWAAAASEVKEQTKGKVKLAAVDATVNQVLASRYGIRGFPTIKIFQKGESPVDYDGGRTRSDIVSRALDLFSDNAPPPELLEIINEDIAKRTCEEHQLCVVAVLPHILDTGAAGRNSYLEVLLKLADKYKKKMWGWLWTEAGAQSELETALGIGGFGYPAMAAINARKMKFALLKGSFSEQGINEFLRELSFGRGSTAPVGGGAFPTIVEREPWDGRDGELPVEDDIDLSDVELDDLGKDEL
esBAF inh: blocks esBAF chromatin remodeling in mouse ES cells; Bmi1-luciferase knock-in reporter, 24 h; 100% = twice the neutral-well signal; reporter increase, % at 12.5 µM; hit rate 2% among 350,000; in the data active = activation above about 40%; inconclusive = no clear call, values can overlap the other calls;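 note: 0% = median of the plate's neutral control wells and 100% = double that signal; a rise in the Bmi1 reporter signal indicates esBAF inhibition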
ARNT-TACC3 inh: disrupts binding between human ARNT and TACC3. Q9Y6A5. AlphaScreen His-ARNT PAS-B/GST-TACC3 binding, luminescence; TACC3 fragment carries E629A point mutation. inhibition, % at 9.99 µM. hit rate 0.66% among 390,000. AID 623870;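 active = mean inhibition of replicates at least 50% and at least half of replicates each reaching 50%; inconclusive = half or more replicates reach 50% but mean below 50%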;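 note: 0% = complete ARNT plus TACC3 wells and 100% = ARNT alone without TACC3; many hits fall short of the cut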
Cneo AK release: Cryptococcus neoformans lysis via adenylate kinase release | AID 651654 | hit rate 0.2% among 360,000 | C. neoformans lysis, adenylate kinase release luminescence, 4 h; normalised: neutral wells 0, clomiphene wells 100 | lysis activity, % at 15 µM;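 active = mean lysis activity across replicates of at least 80%, whatever share of replicates individually reach that level; inactive = mean lysis activity below 80%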
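read-out = cell lysis signal | test system = log-phase Cryptococcus neoformans yeast cells | input = cells at 5 × 10^6 per mL | medium = fresh YPD growth medium | signal = luminescent adenylate kinase detection reagent | timing = 4 h at 37 °C static, read 1 h later | dosing = single dose | controls = Clomiphene as positive lysis control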
C2C12 statin: suppressors of simvastatin-induced myotoxicity in C2C12 myotubes. ATP luminescence, 48 h; scaled: DMSO 0, geranylgeraniol control 100. rescue of ATP level, % at 7.49 µM. hit rate 0.78% among 330,000. AID 602340;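 active = mean ATP rescue above about 67%, or every replicate alone reaching that limit, limit read from the data, passing the limit was not always enough; inconclusive = no clear call, values can overlap the other calls; inactive = mean under the limit and some replicate under it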;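 note: myotubes were challenged with 10 µM simvastatin during compound exposure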
SIRT5 block: sirtuin-5 (human) deacylase inhibition. Q9NXA8. Purified SirT5, succinyl-peptide AMC, trypsin-coupled fluorescence. inhibition, % at 15 µM. hit rate 1.1% among 330,000. AID 652115; in the data active = inhibition above about 15%; inconclusive = no clear call, values can overlap the other calls
Target sequence (Q9NXA8 whole entry, looked up): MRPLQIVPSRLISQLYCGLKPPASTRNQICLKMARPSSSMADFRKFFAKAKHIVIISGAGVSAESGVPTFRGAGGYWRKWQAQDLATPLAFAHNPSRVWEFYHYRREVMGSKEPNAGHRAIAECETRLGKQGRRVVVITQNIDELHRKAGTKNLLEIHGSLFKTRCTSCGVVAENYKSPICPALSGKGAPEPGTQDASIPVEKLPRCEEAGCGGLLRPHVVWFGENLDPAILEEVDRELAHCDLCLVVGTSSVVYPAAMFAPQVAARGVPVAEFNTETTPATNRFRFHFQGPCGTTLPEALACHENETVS
An asterisk follows results filed as active; ? = inconclusive; . = not tested or not shown; [ ] = dose if it differs, or a comment.

SMILES	miR122 inh	ERp5 block	esBAF inh	ARNT-TACC3 inh	Cneo AK release	C2C12 statin	SIRT5 block
COc1cccc(NC(=O)c2cnn(-c3ccccc3)c2C)c1	.	-3	7	4	-4	-48	-2
O=C(O)Cc1ccc(NC(=O)c2ccc(NC(=O)C3CC3)cc2)cc1	-9	-3	.	7	2	.	-2
Cc1ccc(NC(=O)c2cc(S(=O)(=O)N3CCOCC3)cn2C)c(C)c1	1	0	-12	-4	-6	-6	-2
CCCOc1ccc(C2NC(=S)NC(C)=C2C(=O)c2ccccc2)cc1OC (configuration not stated)	7	2	4	24	-1	3	1
Cc1ccc(NC(=S)NCC2CCN(C(C)c3ccccc3)C2)cc1C (configuration not stated)	-8	1	-4	-14	.	-5	-1
Cc1ccc(S(=O)(=O)Nc2ccc3c(c2)C(=O)N([C@@H](C)CO)C[C@@H](C)[C@H](CN(C)Cc2ccc(C(F)(F)F)cc2)OCCCC[C@H](C)O3)cc1	-10[16.7 µM]	4	1	6	10	.	11
Cc1ccc(NS(=O)(=O)c2ccc(C(=O)Nc3nncs3)cc2)cc1	.	-1	4	-13	-2	1	-2
Cc1ccc2nc(-c3ccncc3)c(NC3CCCC3)n2c1	.	-3	.	-1	.	.	-2
Fc1ccccc1CSc1ccc(-c2ccco2)nn1	.	1	.	-1	.	.	-2
CCn1cc(CNC(=O)C2CCC(=O)N(Cc3ccc(Cl)cc3)C2)cn1 (configuration not stated)	.	5	-1	1	2	8	-2
S=c1nccc(-c2cccs2)[nH]1	-6	-2	-6	3	1	5	15*
CCNC(=O)N1CCCC(C(=O)c2ccc(-c3ccccc3)cc2)C1 (configuration not stated)	1	-8	35	-6	-6	4	1
O=C(N/N=C/c1cc(Br)cc(Cl)c1O)c1ccc2c(c1)OCO2	-2	9	.	5	-2	.	-4
COc1cccc(S(=O)(=O)Nc2ccc3c(c2)C(=O)N(C)[C@H]2CC[C@H](CC(=O)O)O[C@H]2CO3)c1	17[16.7 µM]	.	9	33	-1	31	.
N/C(=N\OC(=O)c1ccc(Br)cc1)c1ccncc1	-9	0	?	.	.	-1	-3
CCOC(=O)c1[nH]c(C)c(/C(O)=C2\C(=O)C(=O)N(CCN3CCOCC3)C2c2cccs2)c1C (configuration not stated)	34	.	6	-2	3	2	.
NC(=O)N1OCC2COc3ccc4ccccc4c3C21 (configuration not stated)	2	.	-3	-3	-2	4	.
CCC1(c2ccccc2)NC(=O)N(CC(=O)NCCN2C(=O)S/C(=C\c3cccnc3)C2=O)C1=O (configuration not stated)	3	7	-8	10	2	10	2
Cc1ccc(NC(=O)N2CCCc3ccccc32)cc1	.	-3	.	0	.	.	0
Cc1oc(-c2ccc(Cl)cc2)nc1CN1CCCC(C(=O)NCc2cccnc2)C1 (configuration not stated)	7	.	-4	5	7	.	.
O=C(Cc1ccccn1)NCC[C@H]1CC[C@H](NC(=O)Nc2ccccc2)[C@H](CO)O1	.	0	-3	4	1	0	2
O=C(/C=C/[C@H]1O[C@@H](n2ccc(=O)[nH]c2=O)[C@H](O)[C@@H]1O)NCCCc1ccccc1	-1	-9	6	.	-3	6	.
CCOc1ccccc1NC(=S)N1CCN(c2ccccc2)CC1	-5	3	1	14	2	7	1
CC(C)C(=O)Nc1ccc(-c2nc3cccnc3o2)cc1	.	.	-6	-1	-4	-12	.
CC(C)(C)OC(=O)NCc1ccc(NC(=O)c2nc[nH]c2C(=O)NCCN(CCNC(=O)c2[nH]cnc2C(=O)Nc2ccc(CNC(=O)OC(C)(C)C)cc2)CCNC(=O)c2[nH]cnc2C(=O)Nc2ccc(CNC(=O)OC(C)(C)C)cc2)cc1	5	1	-4	0	8	10	-2
Cc1noc(C)c1S(=O)(=O)Nc1ccccc1Oc1ccccc1	.	2	.	-12	.	.	1
CN(C(=O)COC(=O)c1ccc2c(c1)OCCO2)C1CCCCC1	-4	-3	0	1	-2	-18	-1
C[C@@H]1CN([C@H](C)CO)C(=O)Cc2cc(NC(=O)CCCCCC(=O)Nc3ccccc3N)ccc2O[C@H]1CN(C)S(=O)(=O)c1cccs1	-2[16.7 µM]	.	6	9	-4	24	.
O=C(Nc1ccncc1)c1ccc(NS(=O)(=O)c2ccc3[nH]c(=O)[nH]c3c2)cc1	-1	-1	-1	-4	-3	-10	-4
CCN(C[C@H]1[C@@H](c2ccccc2)[C@H](CO)N1C(=O)COC)S(C)(=O)=O	-17[16.7 µM]	4	-1	2	10	1	-2

The closing 2 compounds of the section above are carried over, then new ones follow:
SMILES	miR122 inh	ERp5 block	esBAF inh	ARNT-TACC3 inh	Cneo AK release	C2C12 statin	SIRT5 block
O=C(Nc1ccncc1)c1ccc(NS(=O)(=O)c2ccc3[nH]c(=O)[nH]c3c2)cc1	-1	-1	-1	-4	-3	-10	-4
CCN(C[C@H]1[C@@H](c2ccccc2)[C@H](CO)N1C(=O)COC)S(C)(=O)=O	-17[16.7 µM]	4	-1	2	10	1	-2
Cc1nc2ncnn2c(C)c1CCC(=O)Nc1csc(N)n1	-3	.	5	-7	0	4	.
Cc1cc(C(=O)NCCN2CCCCC2C)n(-c2ccccc2)n1 (configuration not stated)	0	4	0	-14	3	-7	0
COc1ccc(C(=O)NCCNC(=O)c2cc(OCC(F)(F)F)ccc2OCC(F)(F)F)cc1	0	.	-13	5	-1	2	.
CC(C)NC(=O)C1CCN(C2CCN(Cc3ccc4cccc(F)c4n3)CC2)CC1	.	5	.	6	.	.	-1
CCCNC(=O)N(C)C[C@H]1Oc2cc(C#CCC(C)C)ccc2S(=O)(=O)N([C@H](C)CO)C[C@H]1C	-6[16.7 µM]	0	2	-2	1	36	0
COc1ccc(S(=O)(=O)N(C)C[C@@H]2Oc3ccc(NS(=O)(=O)c4c(C)noc4C)cc3CC(=O)N([C@H](C)CO)C[C@H]2C)cc1	-8[16.7 µM]	3	5	-2	-4	-12	-3
Cc1cc(C)cc(NC(=S)NCc2ccc(S(N)(=O)=O)cc2)c1	4	1	3	1	3	-4	.
Cc1noc(C)c1S(=O)(=O)N(C)C[C@@H]1OCCCC[C@@H](C)Oc2ccc(NC(=O)CCCN(C)C)cc2C(=O)N([C@H](C)CO)C[C@@H]1C	1[16.7 µM]	2	-1	-6	-1	.	-4
CC(C)(C)OC(=O)N1Cc2ccccc2C[C@H]1C(=O)NCC(=O)NC1CCCC1	-4	.	5	-7	0	1	5
CC1CCCCC1NC(=O)c1cccc(S(=O)(=O)N2CCN(Cc3ccccc3)CC2)c1 (configuration not stated)	.	8	8	8	4	-9	2
CCSC1=N/C(=C/c2ccsc2)C(=O)N1c1ccccc1	.	-9	.	0	.	.	5
O=C(CCS(=O)(=O)c1cccc2nonc12)N1CCN(c2ccc(F)cc2)CC1	2	.	-23	32	-3	-5	.
O=C(c1ccc(OC2CCN(C(=O)C3CC3)CC2)cc1)N(CCO)Cc1ccccc1	4	1	-5	3	.	13	-2
CCOC(=O)[C@H](CCc1ccccc1)N[C@H]1CCc2ccccc2N(CC(=O)O)C1=O	-8	3	12	-2	4	-1	-2
O=C(CCCN1CCN(c2ccccn2)CC1)c1ccc(F)cc1	-5	5	11	1	37	0	-2
COc1ccc2[nH]c3c(c2c1)CCN1C(=O)C(CC(=O)NCc2cccc(C(F)(F)F)c2)C[C@H](C(=O)N2CCOCC2)[C@@]31C (some centres not stated)	-6	1	5	0	-5	3	-6
CC1(c2ccccc2)NC(=O)N(CC(=O)Nc2cccc(/C=C/c3ccccn3)c2)C1=O (configuration not stated)	-1	-5	10	.	-4	-21	7
C[C@H](CO)N1C[C@H](C)[C@H](CN(C)C(=O)Nc2cccc3ccccc23)Oc2c(NS(=O)(=O)c3cn(C)cn3)cccc2C1=O	-5[16.7 µM]	3	-3	-1	-1	-11	3
CC1(C(=O)Nc2cnc3ccccc3c2)CCN1Cc1ccc(OC(F)(F)F)cc1 (configuration not stated)	-20	-1	6	.	3	6	5
Cc1ccc(NC(=O)CSc2ccc(-c3cccnc3)nn2)c(C)c1	-3	-3	-6	20	-6	3	-4
C/C=C/c1ccc2c(c1)O[C@@H](CN(C)S(=O)(=O)c1ccc(C)cc1)[C@@H](C)CN([C@H](C)CO)S2(=O)=O	6[16.7 µM]	-1	2	5	-1	16	2
Cc1cccc(C)c1NC(=O)COC(=O)c1cc(S(=O)(=O)Nc2ccc(Cl)cc2)ccc1O	1	.	-10	2	-1	6	.
O=C(CN1CCOCC1)Nc1ncc(Cc2cccc(Cl)c2)s1	-9	-4	6	1	2	8	2
COc1ccc(NC(=O)Nc2ccc3c(c2)C(=O)N([C@@H](C)CO)C[C@@H](C)[C@@H](CN(C)S(=O)(=O)c2ccc(Cl)cc2)O3)cc1	27[16.7 µM]	-7	-3	0	-3	.	7
CCCNC(=O)C[C@H]1CC[C@H]2[C@@H](COC[C@H](O)CN2C(=O)c2cc(Cl)cc(Cl)c2)O1	7[16.7 µM]	2	2	-9	4	-4	-1
O=C(Cc1c[nH]c2ccccc12)N1CCN(S(=O)(=O)c2ccc(F)cc2)CC1	-2	4	-8	.	5	34	.
Cc1nc2ncnn2c(N2CCCC(C(=O)Nc3ccccc3Br)C2)c1C (configuration not stated)	-4	-1	-4	2	-3	0	-4
O=C(Cn1ccc([N+](=O)[O-])n1)N1CCCCC1	-7	-6	-6	2	.	4	.
Fc1ccc(-c2[nH]ncc2CN2CCN(c3ccc(F)cc3)CC2)cc1	.	2	.	15	.	.	7
C#CCNC(=O)C1=C[C@H](c2ccccc2)C[C@H](OCCCCO)O1	1	4	-7	-5	2	-8	-3
COC(=O)CNc1nc(Cl)nc(N2CCC(C)CC2)n1	.	1	.	-1	.	.	3
Cc1ccc2c(COC(=O)c3ccccc3Br)cc(=O)oc2c1	4	1	54*	2	1	20	1
CC(=O)Nc1ccc(N(C)C)cc1[N+](=O)[O-]	-1	.	0	3	10	10	.
C[C@@H]1CN([C@H](C)CO)C(=O)c2cc(C#Cc3ccccn3)cnc2O[C@H]1CN(C)CC1CCCC1	11[16.7 µM]	.	1	.	.	-2	.
COc1ccc(N(Cc2ccccc2)S(=O)(=O)c2cc(C(=O)O)ccc2Cl)cc1	.	1	-3	.	-2	8	.
Cc1ccc(SCC(=O)Nc2nnc(C(C)(C)C)s2)cc1	.	0	5	2	-2	-1	-3
C[C@H](CO)N1C[C@H](C)[C@H](CN(C)C(=O)Nc2ccc(C(F)(F)F)cc2)Oc2c(NS(=O)(=O)c3cccs3)cccc2C1=O	5[16.7 µM]	-1	2	1	-4	11	11
COc1cc(=O)n(C)c2c(OCC(O)C(C)(C)O)cccc12 (configuration not stated)	4	2	11	-2	-1	0	1
O=C(CN1CCN(S(=O)(=O)c2ccc(Cl)cc2)CC1)Nc1ccc(N2CCOCC2)cc1	-2	0	-7	9	-2	1	2
COC(=O)c1ccc2ccn(CC(=O)NC(C)C)c2c1	0	.	-7	-1	1	-4	.
C[C@H](O)C#Cc1ccc([C@H]2[C@@H](CO)N3CCCCN(C(=O)c4ccc(F)cc4)C[C@H]23)cc1	-15[16.7 µM]	-2	.	-3	0	.	-2
Cc1ccc(S(=O)(=O)N2[C@@H](c3ccc(C#N)cc3)C(C(=O)O)=C[C@H]2C(C)(C)C)cc1	-1	2	6	-1	1	-1	-1
C[C@H]1CN([C@@H](C)CO)C(=O)Cc2cc(NS(=O)(=O)c3cn(C)cn3)ccc2O[C@H]1CN(C)Cc1ccc2c(c1)OCO2	8[16.7 µM]	.	-4	6	2	-12	.
C=CCNc1nc(-c2cccc(OC)c2O)nc2ccccc12	-7	.	9	.	-1	-1	.
COc1cccc(NC(=S)NC(=O)/C=C/c2ccco2)c1	18	2	3	9	-1	2	1
CCOc1ccc(NC(=O)CN(C)C(=O)C2CC(=O)N(Cc3ccco3)C2)cc1OCC (configuration not stated)	9	-2	2	-10	-1	-7	0
